# Source: PubChem
# EWS-Fli inh = blocks EWS/Fli oncoprotein-driven transcription; inhibition, % at 12.6 µM; AID 651661; A673 NR0B1-luciferase reporter, viability-normalised; 0.67% of 350,000 active;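 active = mean inhibition of at least 50% after viability correction, with every replicate also passing that limit; inconclusive = mean reaches 50% but only one of two replicates passes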;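 also: firefly luciferase signal divided by Alamar Blue viability fluorescence both relative to DMSO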
# DENV2 CPE = inhibitors of DENV2 cytopathic effect; DENV2-infected cells, cytopathic effect rescue, plate reader; CPE inhibition, % at 9.99 µM; 1.7% of 350,000 active; AID 651640; in the data active = CPE inhibition above about 20%, passing the limit was not always enough; inconclusive = no clear call, values can overlap the other calls; tested in BHK-21 cells;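 also: 0% = median of neutral control wells and 100% = median of positive control wells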
# ERp5 block = inhibitors of human ERp5; Q15084; ERp5 insulin aggregation, absorbance 650 nm, 90 min; inhibition, % at 9.99 µM; 0.05% of 350,000 active; AID 651711;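 active = mean replicate inhibition above about 25%, with every replicate also reaching it, limit read from the data, passing the limit was not always enough; inconclusive = only one of those two criteria met; inactive = neither criterion met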
# Target sequence (Q15084 whole entry, looked up): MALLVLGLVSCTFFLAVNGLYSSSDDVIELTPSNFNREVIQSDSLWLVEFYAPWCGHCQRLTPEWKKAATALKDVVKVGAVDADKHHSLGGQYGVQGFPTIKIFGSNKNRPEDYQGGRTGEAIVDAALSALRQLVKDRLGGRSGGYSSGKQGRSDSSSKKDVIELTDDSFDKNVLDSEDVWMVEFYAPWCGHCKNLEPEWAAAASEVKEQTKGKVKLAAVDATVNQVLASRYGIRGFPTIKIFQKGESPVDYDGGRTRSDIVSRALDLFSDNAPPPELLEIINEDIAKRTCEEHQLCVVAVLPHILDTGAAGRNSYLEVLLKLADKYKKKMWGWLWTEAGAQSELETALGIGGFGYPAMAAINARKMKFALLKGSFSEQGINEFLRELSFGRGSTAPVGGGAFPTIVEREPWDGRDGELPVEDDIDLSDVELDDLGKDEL
# ARNT-TACC3 inh = disruptors of human ARNT/TACC3 interaction; 0.66% of 390,000 active; AlphaScreen His-ARNT PAS-B/GST-TACC3 binding, luminescence; TACC3 fragment carries E629A point mutation; AID 623870; inhibition, % at 9.99 µM; Q9Y6A5;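 active = mean inhibition of replicates at least 50% and at least half of replicates each reaching 50%; inconclusive = half or more replicates reach 50% but mean below 50%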;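 also: 0% = complete ARNT plus TACC3 wells and 100% = ARNT alone without TACC3; many hits fall short of the cut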
# INS-1E GSIS act = GLuc luminescence reporter in INS-1E cells, primary screen for activators of glucose-dependent secretion of insulin. activation, % at 16.6 µM. INS-1E GLuc reporter insulin secretion, 2-3 h. 0.61% of 370,000 active;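 active = lowest replicate activation of at least 40%, so every replicate reaches that level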;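 also: 0% = median of neutral control wells and 100% = median of IBMX positive control wells; some compounds called inactive have numbers as strong as hits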
# PAX8 reporter = PAX8 transcriptional activity inhibition. RMG-I TPO-luciferase reporter, SteadyGlo, 24 h. inhibition, % at 12.6 µM. 1.2% of 360,000 active;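 active = mean replicate inhibition at least 60% with every replicate also reaching 60%; inconclusive = only one of the two criteria is met; inactive = mean below 60% and not all replicates reaching 60%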;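 also: luciferase light reporting Pax8 driven TPO promoter activity; plate controls were median of neutral control wells for no effect and mitoxantrone controls for full effect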
# Xi reactivation = reactivates the inactive X chromosome in mouse fibroblasts; AID 743238; 0.055% of 360,000 active; XiGFP mouse fibroblasts, % GFP-positive cells imaging, 3 d; cells co-treated with 5-aza-dC sensitizer; scaled so ellipticine positive control = 100%; activation, % at 7.58 µM;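 active = mean normalized replicate activation at least 10% and every replicate at or above 10%; inconclusive = only one of the two criteria met; inactive = mean below 10% and not all replicates reach 10%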;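 also: 0% = median of on-plate neutral control wells and 100% = ellipticine 6 µM median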
#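 assay system = SV40-immortalized XiGFP fibroblast cells, line 68-5-11 | buffer or medium = DMEM plus 5-aza-dC sensitizer | doses = single-point pinned compound dosing | times = 3-day compound exposure, then 15 min fixation at room temperature | benchmarks = positive control ellipticine, 6 µM final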
# CFTR F508del cor = CFTR F508del correction in bronchial cells. CFBE cells, YFP halide quenching; stimulated with forskolin plus potentiator P3; % fluorescence drop versus neutral controls. activity (quench increase), % at 7.58 µM. 0.36% of 350,000 active. AID 720511;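 active = mean added fluorescence quench of at least 8% versus neutral control, with both replicates also reaching 8%; inconclusive = only one of the mean or replicate conditions met; inactive = mean below 8% and not both replicates reaching 8%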;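 also: cells transiently co-express mutant CFTR-F508del with the halide-sensitive YFP; corrector assay measuring rescue of mutant channel to the surface after 24 h compound exposure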
# Starred values were filed as active, the others as inactive; u = inconclusive; x = no result given; & = joins results of further samples.
SMILES,EWS-Fli inh,DENV2 CPE,ERp5 block,ARNT-TACC3 inh,INS-1E GSIS act,PAX8 reporter,Xi reactivation,CFTR F508del cor
C=C(C)C1CC=C(C)/C(=N/NC(=O)c2ccc(NC(=O)CC)cc2)C1 (configuration not stated),6,x,-1,-10,-10,x,x,3.1
Cc1ccc(C2N(C)C(=O)c3ccccc3N2C)cc1 (configuration not stated),-17,-4,-1,3,-2,7,0.2,-5.1
S=c1cnc2ccccc2[nH]1,8,u,-4,1,-1,5,0.0,4.7
C[C@H]1CCCCO[C@H](CN(C)Cc2ccncc2)[C@@H](C)CN([C@@H](C)CO)C(=O)c2cc(NC(=O)Nc3ccc(F)cc3)ccc2O1,7,-6,x,-2,-20,-7,0.2,2.4
CC1Sc2ccc(S(=O)(=O)CCC(=O)Nc3ccccc3Cl)cc2NC1=O (configuration not stated),5,-4,1,-5,3,6,0.0,-2.1
Cc1ccc(NC(=S)NC2CC3CCCC(C2)N3Cc2ccco2)cc1 (configuration not stated),-4,19,-2,2,-13,0,0.0,-3.1
COC(=O)C1=C(C)NC(=O)CC1c1ccccc1F (configuration not stated),-5,3,4,27,-5,x,x,-0.3
CN(C)/C=C1\Oc2ccc3ccccc3c2C1=O,-136,-3,0,-2,3,16,0.3,-0.4
COc1ccc(NC(=O)Nc2cccc3c2O[C@@H](CN(C)C(=O)NC(C)C)[C@@H](C)CN([C@H](C)CO)C3=O)cc1,-5,x,x,x,17,-23,-1.1,1.0
O=C(c1ccc(Cl)nc1)N1CCN(S(=O)(=O)c2ccc(Cl)cc2)CC1,3,-1,2,-8,-4,-5,0.0,-1.1

# Fetched by structure from above:
SMILES,EWS-Fli inh,DENV2 CPE,ERp5 block,ARNT-TACC3 inh,INS-1E GSIS act,PAX8 reporter,Xi reactivation,CFTR F508del cor
CN(C)/C=C1\Oc2ccc3ccccc3c2C1=O,-136,-3,0,-2,3,16,0.3,-0.4
S=c1cnc2ccccc2[nH]1,8,u,-4,1,-1,5,0.0,4.7
CC1Sc2ccc(S(=O)(=O)CCC(=O)Nc3ccccc3Cl)cc2NC1=O (configuration not stated),5,-4,1,-5,3,6,0.0,-2.1

# Continued.
SMILES,EWS-Fli inh,DENV2 CPE,ERp5 block,ARNT-TACC3 inh,INS-1E GSIS act,PAX8 reporter,Xi reactivation,CFTR F508del cor
CCCNC(=O)N1C[C@H](C)[C@H](OC)CN(C)C(=O)c2cc(NS(=O)(=O)CC(F)(F)F)ccc2OC[C@H]1C,-5,-5,-1,9,11,-5,0.5,0.8
Cc1ccc(C(=O)NC(=S)NNC(=O)CC#N)cc1,-7,4,3,14,2,-11,0.3,0.3
COC(C(=O)NNC(=O)CCc1ccccc1)c1ccccc1 (configuration not stated),-13,-8,0,2,2,-20,0.0,-1.5
COc1cccc(NC(=O)N(C)C[C@@H]2Oc3ncc(C#Cc4cccnc4)cc3C(=O)N([C@@H](C)CO)C[C@@H]2C)c1,2,9,0,8,-39,0,0.1,2.3
S=C(NCc1cccs1)Nc1ccc(Br)cc1Cl,-20,0,3,5,-14,-86,0.3,-0.3
O/N=C/c1cc2ccccc2n1Cc1ccccc1F,2,-2,-4,-6,6,27,0.0,-8.2
C[C@H](CO)N1C[C@H](C)[C@@H](CN(C)C(=O)NC2CCCCC2)Oc2ncc(-c3ccccc3F)cc2C1=O,-1,-2,-3,-4,-11,x,-1.0,-2.2
Cc1onc(-c2c(Cl)cccc2Cl)c1C(=O)N1CCN(c2ncccn2)CC1,3,-2,-1,1,11,-3,0.0,-3.8
Cc1cccc(N2CCN(C(=O)c3ccc(Cl)c(S(=O)(=O)N4CCc5ccccc5C4)c3)CC2)c1C,x,x,x,-10,-30,38,0.0,x
CN1CCN(S(=O)(=O)c2cccc(C(=O)NCc3ccc(Cl)cc3)c2)CC1,3,1,2,7,11,4,-0.1,1.0
Nc1cccc(S(=O)(=O)Nc2ccc(Br)cc2)c1,-10,-4,-2,6,-22,17,0.0,-1.5
COc1ccc2cc(C(=O)C3CCCN(C(=O)c4cccnc4)C3)ccc2c1 (configuration not stated),0,0,0,5,20,-8,0.0,-1.3
Fc1ccc2nncc(SCc3ccccc3Cl)c2c1,0,-15,9,0,3,12,0.1,2.1
C[C@H](CO)N1C[C@H](C)[C@@H](CN(C)Cc2ccc3c(c2)OCO3)Oc2c(NC(=O)Nc3ccc4c(c3)OCO4)cccc2C1=O,-22,-10,1,7,-4,-20,0.0,-0.7
CCCNC(=O)N[C@@H]1C=C[C@@H](CC(=O)NC2CCCCC2)O[C@@H]1CO,5,5,-4,5,11,-1,-0.5,3.6
COc1cc2c(c(OC)c1OC)C(=O)C(=Cc1ccccc1)O2,-25,-5,7,-4,10,-38,0.1,-0.1
O=C(NC(Cc1ccccc1)C(=O)O)/C(=C\c1ccc([N+](=O)[O-])cc1)NC(=O)c1ccco1 (configuration not stated),1,-4,-1,-6,3,-3,0.3,0.0
Cc1ccc(-n2c(SCC(=O)N3CCOCC3)nc(O)c(Cc3ccccc3)c2=O)cc1,x,18,-3,-3,1,3,0.0,0.9
O=C(NCc1ccc2c(c1)CCO2)Nc1ccccc1,-72,3,4,-9,-7,-115,1.2,-1.2
Cc1ccc(OCC(=O)N2CCC3(CC2)CC(=O)c2ccccc2O3)cc1,4,2,0,-3,-5,10,-0.1,-3.5
C[C@@H]1CN([C@@H](C)CO)C(=O)c2cc(C#CC3CCCCC3)cnc2O[C@H]1CN(C)Cc1cccnc1,-16,4,3,5,23,-22,-0.1,1.6
S=c1[nH]c2cc(Cl)ccc2s1,11,0,9,36,-60,x,x,-2.5
Cc1ccc(C(=O)OCC(=O)Nc2ccccc2)cc1S(=O)(=O)N1CCCCC1,3,3,0,3,-17,16,0.0,-0.3
O=C(C1CC1)N1C[C@@H]2[C@H](c3ccccc31)[C@H](CO)N2C(=O)Nc1cccc(F)c1,-2,-11,1,-2,-20,-2,0.1,-1.1
CCCN(Cc1nnc(-c2cccs2)o1)C(=O)CN1C(=O)NC2(CCC(C)CC2)C1=O (configuration not stated),-2,8,-2,9,9,-11,-0.1,0.7
C[C@@H]1CN([C@@H](C)CO)S(=O)(=O)c2ccc(C3=CCCC3)cc2O[C@H]1CN(C)S(C)(=O)=O,-24,x,x,x,-3,x,0.2,0.6
O=C(c1cccc(F)c1)N1CC[C@H]2[C@H](CO)Nc3ccc(C#Cc4ccccc4)cc3[C@H]21,4,9,2,x,-15,6,0.0,0.0
CNC[C@@H]1Oc2cc(C#Cc3ccncc3)ccc2S(=O)(=O)N([C@H](C)CO)C[C@H]1C,-9,0,2,-7,-7,2,0.2,2.2
C[C@@H]1CCCCO[C@H](CN(C)Cc2ccc(C(=O)O)cc2)[C@@H](C)CN([C@H](C)CO)C(=O)c2cc(NC(=O)Nc3cccc4ccccc34)ccc2O1,-2,9,3,11,24,2,-1.1,-3.4
Cc1noc(C)c1NC(=O)N(C)C[C@@H]1Oc2c(NC(=O)Nc3ccccc3)cccc2C(=O)N([C@H](C)CO)C[C@H]1C,-11,x,x,x,6,x,0.0,1.3
COC(=O)C1=C(C)Nc2nc3ccccc3n2C1c1cc(OC)c(OC)c(OC)c1 (configuration not stated),16,-5,-3,x,-5,3,-0.1,0.7
COc1cccc(CN2[C@@H](CO)[C@@H](c3ccccc3)C23CN(C(=O)C2CC2)C3)c1,1,16,-4,x,15,x,0.2,3.1
CCCC(=O)Nc1ncnc2c1ncn2[C@@H]1O[C@@H]2COP(=O)(O)O[C@H]2[C@H]1OC(=O)CCC,-15&-16,6&9,-4&-6,0&-17,x,-32&-13,0.0&-0.3,-6.3&-3.5
CCOc1cc2c(C#N)c(N(CC)CC)nc(N)c2c(N)n1,-6,9,-6,5,16,-24,0.1,-1.5
Cc1oc(-c2ccc(F)cc2)nc1CN(Cc1ccccn1)CC1CCCO1 (configuration not stated),14,-3,-4,50*,-1,-5,0.0,2.2
O=C(Nc1ccccc1Cl)c1cc(C2CCCN(C(=O)c3cccc(O)c3)C2)on1 (configuration not stated),2,0,-7,x,-20,-29,0.1,1.0
O=C(COC(=O)C1=COCCO1)Nc1ccc(F)c(F)c1,-8,-4,0,-10,25,-15,0.0,-1.3
CC(=O)N1CCN(c2ccc(N3CCN(C(C)=O)[C@@H](C)C3)c(C)c2)[C@H](C)C1,1,0,6,x,x,5,0.3,1.8
O=C(Nc1cc(F)ccc1F)N[C@@H]1CC[C@@H](CCn2cc(C3CCCCC3)nn2)O[C@@H]1CO,-3,-1,-4,-1,-9,7,-0.1,-1.7
c1csc(-c2cn3ccc4ccccc4c3n2)c1,-110,-3,3,-44,10,-154,0.0,0.4
Cc1ccc(C(=O)NC(=S)Nc2ccccc2C)cc1,-99,4,2,10,1,-168,0.0,-4.6
COC(=O)[C@@]12C[C@@H](CC(=O)N3CCSCC3)C(=O)N(Cc3cccc4ccccc34)C1=CCC(C)(C)C2,1,13,-3,x,-3,10,-0.1,1.7
COc1ccc(C(=O)Nc2ccccc2C)cc1S(=O)(=O)N1CCOCC1,-6,0,7,-5,8,5,0.1,1.4
O=C(C[C@@H]1CC[C@@H]2[C@H](COC[C@@H](O)CN2S(=O)(=O)c2ccc(Cl)cc2)O1)NCCN1CCCCC1,4,3,1,x,9,-24,0.0,0.8
O=C1CCCC/C1=C\Nc1ccc(C(=O)O)c(O)c1,-18,1,2,3,1,-18,-0.1,-1.3
COc1ccc(C(=O)Oc2ccc(/C=N/NC(=O)c3cccnc3)cc2OC)cc1,1,2,1,x,17,-8,0.1,-2.7
COc1ccc(-c2c(C#CC(C)(C)O)c3ccccc3n2C)cc1,2,-4,5,4,1,33,0.2,2.0
Cc1ccc(/C(N)=N/OC(=O)CN(C)S(=O)(=O)c2ccc(C)cc2)cc1,-5,0,3,-3,6,13,-0.1,0.5
C[C@@H]1CN([C@H](C)CO)C(=O)c2cc(NC(=O)Nc3ccc4c(c3)OCO4)ccc2O[C@@H](C)CCCCO[C@@H]1CN(C)C(=O)Cc1ccccc1,-4,3,2,26,7,-7,u,2.8
Cc1ccc(OCCN(C)C(=O)c2cc(COc3ccc(F)cc3F)on2)cc1,x,-8,7,12,-12,-16,-0.2,-0.4

# (cont.)
SMILES,EWS-Fli inh,DENV2 CPE,ERp5 block,ARNT-TACC3 inh,INS-1E GSIS act,PAX8 reporter,Xi reactivation,CFTR F508del cor
CNC[C@H]1Oc2ccc(NC(=O)Nc3ccccc3)cc2CC(=O)N([C@H](C)CO)C[C@@H]1C,-5,4,-1,-2,24,-5,0.0,-0.6
CC1CC(=O)Nc2ccccc2N1C(=O)COc1cc(Cl)ccc1Cl (configuration not stated),-2,2,4,-3,22,3,0.2,-2.0
CC1(C)CC(=O)/C(=C\c2cccc([N+](=O)[O-])c2)C(C)(C)N1,6,4,3,-6,-2,2,0.0,x
COc1ccc(C#Cc2cccc(-c3nc(C(=O)NCc4ccc(Oc5ccccc5)cc4)cc4c3[C@@H](CCO)N(S(=O)C(C)(C)C)C4)c2)cc1OC (some centres not stated),14,10,5,x,x,18,0.2,1.3
COc1ccc(OC)c(N2C(=O)c3cccnc3C2=O)c1,-2,1,6,47*,-3,-7,0.0,-0.2
S=c1[nH]nc(-c2cccnc2)n1/N=C/c1ccccc1,5,2,-1,1,-2,23,0.7,1.2
COc1ccc(N2C(=O)CSC2c2cccc(F)c2)cc1 (configuration not stated),14,4,-4,8,8,7,-0.1,x
